Screening results deposited in PubChem BioAssay by National Center for Advancing Translational Sciences (NCATS).
Giardia FBPA inh: qHTS Assay for Inhibitors of Fructose-1,6-bisphosphate Aldolase from Giardia Lamblia | A8B2U2 | purified Giardia FBPA | Potency, µM (series often up to 59.6 µM), inactives show top-dose activity, negative = inhibition, hits mostly inhibitors | 290,000 compounds, 0.71% hits; further: potency means the concentration at half of the fitted maximal effect; nearly all actives have a fitted effect of over 55% in size
Target sequence (A8B2U2 whole entry, looked up): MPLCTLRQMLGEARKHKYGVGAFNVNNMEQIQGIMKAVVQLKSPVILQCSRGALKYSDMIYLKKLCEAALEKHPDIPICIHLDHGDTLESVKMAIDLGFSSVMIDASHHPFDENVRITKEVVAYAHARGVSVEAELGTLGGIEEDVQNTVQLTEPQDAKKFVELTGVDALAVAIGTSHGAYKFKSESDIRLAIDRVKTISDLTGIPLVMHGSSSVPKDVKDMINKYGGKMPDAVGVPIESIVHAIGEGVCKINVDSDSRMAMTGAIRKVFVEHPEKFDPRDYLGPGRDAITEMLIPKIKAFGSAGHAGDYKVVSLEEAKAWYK
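40 nM FBPA preincubated 10 min at RT with compound (up to 57.5 uM final), then substrate plus GAPDH/TPI/NAD/arsenate coupling and diaphorase/resazurin added. Fluorescence read after 20 min at RT, 525/598 nm.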
AmpC detergent: qHTS Inhibitors of AmpC Beta-Lactamase (assay with detergent); 370,000 compounds, 0.041% hits; AmpC hydrolysis of nitrocefin, absorbance 480 nm, 0.01% Triton; AID 485294, 2010; Potency, µM (series often up to 114 µM), for inactives: at the top dose activity change, negative = inhibition, actives largely listed as inhibitors; P00811;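 further: potency means the concentration at half of the fitted maximal effect; 0% = no-compound wells and -100% = no-enzyme wells; nearly all actives have a fitted effect of over 25% in size; some results filed as inactive show a strong effect at the top dose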
Target sequence (P00811 whole entry, looked up): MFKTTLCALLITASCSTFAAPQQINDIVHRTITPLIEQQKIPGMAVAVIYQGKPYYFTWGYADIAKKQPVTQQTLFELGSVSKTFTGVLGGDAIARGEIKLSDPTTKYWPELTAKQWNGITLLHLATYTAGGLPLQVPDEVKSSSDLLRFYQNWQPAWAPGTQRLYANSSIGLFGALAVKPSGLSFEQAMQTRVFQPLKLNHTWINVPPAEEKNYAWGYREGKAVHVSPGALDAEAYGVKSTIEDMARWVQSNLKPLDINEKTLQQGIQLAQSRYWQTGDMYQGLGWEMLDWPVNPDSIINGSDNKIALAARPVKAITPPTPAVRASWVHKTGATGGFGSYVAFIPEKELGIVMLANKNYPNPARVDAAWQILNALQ
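20 mM phosphate pH 7.0 + 0.01% (detergent screen) or 0.0001% Triton X-100; 5.3 nM AmpC reagent; cpd preinc 15 min RT; nitrocefin (800 uM stock) to start; A480 q20 s × 4 min; Activity was normalised to no-enzyme and no-compound control wells.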
Sm TGR block: qHTS Assay for the Inhibitors of Schistosoma Mansoni Peroxiredoxins | Potency, µM (top dose mostly 114 µM), for inactives: at the highest dose activity change, negative = inhibition, most hits filed as inhibitors | AID 485364, 2010 | purified TGR, DTNB reduction, TNB absorbance 405 nm | Schistosoma mansoni thioredoxin glutathione reductase (TGR), Q962Y6 | 360,000 compounds, 3% hits; further: potency means the concentration at half of the fitted maximal effect; nearly all actives have a fitted effect of over 60% in size
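First, TGR (20 nM dispensed) and NADPH were mixed with compound. Second, a 15 min room-temperature incubation followed. Third, further NADPH and then DTNB were added to start the reaction. Finally, TNB absorbance was monitored kinetically.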
AMA1 RON2 block: qHTS for Inhibitors of AMA1-RON; Towards Development of Antimalarial Drug Lead: Primary Screen; 360,000 compounds, 0.2% hits; AID 720542, 2013; Plasmodium falciparum AMA1 (3D7) - RON2 peptide interaction; Potency, µM (highest dose often 58.2 µM), without a hit: at the highest dose activity change, negative = inhibition, most hits filed as inhibitors; AlphaScreen AMA1-biotinylated RON2 peptide binding;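 further: potency means the concentration at half of the fitted maximal effect; 0% = vehicle wells and -100% = peptide control; nearly all actives have a fitted effect of over 45% in size; some results filed as inactive show a strong effect at the top dose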
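AMA1 (3D7) with his tag at 25 nM final met compounds first, then biotinylated RON2 peptide at 25 nM; detection used donor plus acceptor beads, 10 µg/mL apiece, read by AlphaScreen after 30 min at room temperature.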
HCMV antiviral: qHTS Assay for inhibitors of the human cytomegalovirus (HCMV) | HFF cells, HCMV-luciferase reporter, 72 h; hits give low values | activity change, negative = inhibition, % at 57.5 µM | 410,000 compounds, 4.5% hits; in the data active means activity change below about -60%; inconclusive means no clear call, values can overlap the other calls; inactive means above about -39%
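Cell-based, HFFs, 1000 cells/well, 16 h 37C; cpds in DMSO + HCMV-luc, MOI 1 PFU/cell; 72 h 37C; OneGlo luminescence after 5 min RT; norm. to buffer vs Salinomycin 10uM.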
HCV inh: qHTS Assay for Inhibitors of Hepatitis C Virus (HCV); Huh7.5.1 HCVcc-Cre infection, luciferase reporter, 44 h; Potency, µM (doses to about 41.8 µM), for inactives: at the top dose activity change, negative = inhibition, hits mostly inhibitors; 340,000 compounds, 3.4% hits; AID 651820, 2012; further: potency means the concentration at half of the fitted maximal effect
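Whole-lifecycle infectious HCVcc-Cre system; cells 1,000/well, compound then virus (~0.5 moi) added 4 h after plating, 44 h culture. Luciferase read 15 sec following 15 min substrate incubation, room temp.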
* marks the source's active call; other numbers are inactive results; ? = inconclusive; · = not tested or not shown; [ ] = remark or other dose. Unless noted, the call rests on the fitted dose curve; in most records, active means well fitted curve in the direction sought with a large enough effect; inconclusive means small, poorly fitted or top-dose-only effect, or another doubt; inactive means no such curve, though single readings can be large; an effect the other way counts as inactive or inconclusive. Unless noted, on the % scale 0 is the no-effect control and ±100 the full control effect. Outcome played no part in choosing rows; 9.3% or so of the library scored in one or more.

#	canonical_smiles	Giardia FBPA inh	AmpC detergent	Sm TGR block
1	NS(=O)(=O)c1cccc(NC(=O)c2cccc(S(=O)(=O)N3CCCCCC3)c2)c1	·	·	·
2	CC(C)c1ccc(S(=O)(=O)N2CCN(C(=O)c3cccc(F)c3)CC2)cc1	-5%	-6%	13%
3	N#CC(C#N)=Cc1ccc(NC(=O)c2ccc(Br)cc2)cc1	-24%	-9%	2.5µM*
4	Cc1ccc(NC(=O)CCNC(=O)c2ccccc2Cl)cc1S(=O)(=O)N1CCOCC1	·	-1%	2%
5	C=CCN1C(=O)C2C(C(=O)NC)C3C=CC2(O3)C1C(=O)NCc1ccc(OC)cc1 (stereo not given)	4%	0%	-17%
6	CCn1c(=O)c2sccc2n2c(CCCC(=O)N3CCN(c4ccc(OC)cc4)CC3)nnc12	·	-2%	13%
7	COc1cccc(N2CCN(C(=O)c3nc4nc(C)cc(C)n4n3)CC2)c1	4%	-4%	-10%
8	C/C(=N\Nc1ccccn1)c1ccc(Br)s1	·	·	·
9	Cc1ccc(S(=O)(=O)c2[nH]c(-c3ccccc3)nc2SCC(=O)O)cc1	·	3%	-1%
10	NS(=O)(=O)c1ccc2nc(NC(=O)COc3ccc(Cl)cc3Cl)sc2c1	·	0%	4%
11	COc1ccc(-c2cc(C(=O)Nc3ccc(F)cc3F)no2)cc1	5%	-15%	29%
12	COC(=O)C1=C(C(=O)c2ccccc2)C(c2ccc(OC)c(OC)c2)Nc2nnnn21 (stereo not given)	6%	-9%	16%

#	AMA1 RON2 block	HCMV antiviral	HCV inh
1	3%	-12	?
2	-3%	-17	-17%
3	3%	9	-12%
4	-11%	12	4%
5	-8%	36	20%
6	·	-30	·
7	-10%	-29	14%
8	-12%	-8	?
9	·	4	·
10	·	-4	·
11	-9%	-34	-5%
12	?	17	-6%

Entries from the list above that contain bromine, in the order listed:
#	canonical_smiles	Giardia FBPA inh	AmpC detergent	Sm TGR block
3	N#CC(C#N)=Cc1ccc(NC(=O)c2ccc(Br)cc2)cc1	-24%	-9%	2.5µM*
8	C/C(=N\Nc1ccccn1)c1ccc(Br)s1	·	·	·

#	AMA1 RON2 block	HCMV antiviral	HCV inh
3	3%	9	-12%
8	-12%	-8	?

Carrying on.
#	canonical_smiles	Giardia FBPA inh	AmpC detergent	Sm TGR block
13	CC(=O)c1cnc(Nc2cccc(C)c2)s1	-7%	3%	-1%
14	O=C(COC(=O)c1ccccc1Br)Nc1cccnc1Cl	·	·	·
15	CCOC(=O)N1CCC(N2C(=O)c3ccc(C(=O)NCCC(C)C)cc3C2=O)CC1	3%	3%	0%
16	O=C1c2ccccc2C(=O)c2c(NCCCN(CCO)CCO)cccc21	0%	2%	-8%
17	COC(=O)[C@H](Cc1ccccc1)NC(=O)[C@@H](N)CC(=O)OCc1ccccc1	·	1%	-16%
18	C=CCNC(=O)/C=C/c1ccc(C(C)C)cc1	3%	-5%	-12%
19	Oc1ccc(C2=CSC3=NCCN23)cc1O	?	-5%	0%
20	CCN(CC)S(=O)(=O)c1ccc(Cl)c(C(=O)Nc2nnc(C)s2)c1	5%	-13%	1%
21	CCN(CC)S(=O)(=O)c1ccc(N2CCCCC2)c(NC(=O)C2CCN(C(=O)c3ccc(F)cc3)CC2)c1	·	-4%	-4%
22	CCOc1cc(/C=C(\CC(=O)O)c2nc3ccccc3s2)ccc1OC	25%	4%	-12%
23	COCCN(C(=O)CCc1nnc(CCc2c[nH]c3ccccc23)o1)C(C)C	3%	-1%	-5%
24	O=C(NC1CCCCC1)c1ccc(CS(=O)Cc2ccccc2Cl)o1 (stereo not given)	·	3%	45µM*

#	AMA1 RON2 block	HCMV antiviral	HCV inh
13	44%[activator]	-21	?
14	-14%	-14	19%
15	1%	-21	6%
16	?	-103*	14µM*
17	80%[activator]	-7	15%
18	22%	37	6%
19	-24%	-7	7%
20	12%	1	22µM*
21	1%	-12	?
22	6%	-33	1%
23	-9%	-2	-1%
24	9%	-3	-11%

Overlap with the part before: 5 compounds, followed by the next part.
#	canonical_smiles	Giardia FBPA inh	AmpC detergent	Sm TGR block
20	CCN(CC)S(=O)(=O)c1ccc(Cl)c(C(=O)Nc2nnc(C)s2)c1	5%	-13%	1%
21	CCN(CC)S(=O)(=O)c1ccc(N2CCCCC2)c(NC(=O)C2CCN(C(=O)c3ccc(F)cc3)CC2)c1	·	-4%	-4%
22	CCOc1cc(/C=C(\CC(=O)O)c2nc3ccccc3s2)ccc1OC	25%	4%	-12%
23	COCCN(C(=O)CCc1nnc(CCc2c[nH]c3ccccc23)o1)C(C)C	3%	-1%	-5%
24	O=C(NC1CCCCC1)c1ccc(CS(=O)Cc2ccccc2Cl)o1 (stereo not given)	·	3%	45µM*
25	CCOc1ccc(NC(=O)CN(C)C(=O)CN2C(=O)C3CCCCC3C2=O)cc1OCC (stereo not given)	·	5%	-18%
26	Cc1cccc(OCC(=O)NCC(=O)N/N=C/c2cccs2)c1	-5%	-10%	-5%
27	CC(C)n1c(/C=C/c2ccccc2)nc2ccccc21	-8%	0%	-4%
28	CCN(CC)c1c(-c2ccccc2)c2cc(C)ccc2[nH]c1=O	4%	1%	0%
29	CN(C)S(=O)(=O)c1cccc(NC(=O)COC(=O)[C@H](Cc2ccccc2)NC(=O)c2ccco2)c1	·	·	·
30	CC(C)(C)NS(=O)(=O)c1ccc(NS(=O)(=O)Cc2ccccc2)cc1	1%	-2%	2%
31	CC(=O)N1CC2(C)CN(C(C)=O)CC(C)(C1)C2O (stereo not given)	2%	3%	13%
32	CC(Oc1ccccc1)C(=O)N1CCC2(CC1)Oc1ccc(F)cc1C(=O)C21CC(c2ccc(Cl)cc2)=NO1 (stereo not given)	·	·	·
33	CCOC(=O)c1nn(-c2ccc(Cl)cc2)c2nc(-c3ccc(C)cc3)c(C#N)c(=O)n12	0%	?	14%
34	CCCn1c(SCC(=O)Nc2ccc(C)c(S(=O)(=O)N3CCOCC3)c2)n[nH]c1=O	1%	-4%	-15%
35	NC(=O)Cn1nc(-c2ccccc2)nc1-c1ccccc1	·	·	·
36	O=C(Nc1ccc(Cc2ccncc2)cc1)c1ccc(N2CCOCC2)c([N+](=O)[O-])c1	-3%	-14%	-2%

#	AMA1 RON2 block	HCMV antiviral	HCV inh
20	12%	1	22µM*
21	1%	-12	?
22	6%	-33	1%
23	-9%	-2	-1%
24	9%	-3	-11%
25	2%	3	5%
26	14%	?	-4%
27	69%[activator]	77	?
28	0%	-12	?
29	10%	-8	1%
30	-8%	7	5%
31	2%	12	0%
32	-4%	6	-9%
33	16%	-20	-24%
34	-11%	7	-23%
35	0%	-4	8%
36	-8%	?	7%

2 compounds picked at random from those above, as already listed:
#	canonical_smiles	Giardia FBPA inh	AmpC detergent	Sm TGR block
7	COc1cccc(N2CCN(C(=O)c3nc4nc(C)cc(C)n4n3)CC2)c1	4%	-4%	-10%
30	CC(C)(C)NS(=O)(=O)c1ccc(NS(=O)(=O)Cc2ccccc2)cc1	1%	-2%	2%

#	AMA1 RON2 block	HCMV antiviral	HCV inh
7	-10%	-29	14%
30	-8%	7	5%

Some of the entries above in a different format:
nr | canonical_smiles | Giardia FBPA inh | AmpC detergent | Sm TGR block | AMA1 RON2 block | HCMV antiviral | HCV inh
11 | COc1ccc(-c2cc(C(=O)Nc3ccc(F)cc3F)no2)cc1 | 5% | -15% | 29% | -9% | -34 | -5%
5 | C=CCN1C(=O)C2C(C(=O)NC)C3C=CC2(O3)C1C(=O)NCc1ccc(OC)cc1 (stereo not given) | 4% | 0% | -17% | -8% | 36 | 20%

Next results:
#	canonical_smiles	Giardia FBPA inh	AmpC detergent	Sm TGR block
37	CC(Sc1nccn1C)C(=O)Nc1ccc(Cl)cn1 (stereo not given)	·	-9%	3%
38	CC(Sc1nnc2ccccn12)C(=O)Nc1ncc(Cl)cc1Cl (stereo not given)	11%	?	9%
39	Cc1ccc(NC(=O)Cc2sc(C)nc2-c2ccc(C)cc2)cc1	1%	-4%	1%
40	CCCC1=Nc2cc(C(=O)N3CCC(C)CC3)ccc2Sc2ccc(C)cc21	·	-5%	-1%
41	CCC(C)(C)NC(=O)CN(Cc1ccco1)C(=O)CCC(=O)Nc1nccs1	19%	-1%	3%
42	CC(=O)c1c(N2CCOCC2)nc(=S)n(-c2ccccc2)c1C	-16%	-8%	-1%
43	CC1(C)Cc2c(sc3nc(NCCN4CCOCC4)n4ncnc4c23)CO1	-3%	-13%	8%[11.4 µM]
44	O=C(CNC(=O)c1cccs1)NCCN1CCC(Cc2ccccc2)CC1	2%	-4%	?
45	Nc1nc(C23CC4CCC(CC(C4)C2)C3)cs1	-17%	?	8%
46	COc1ccc(N2CCN(C3CCCN(S(=O)(=O)c4ccccc4)C3)CC2)cc1 (stereo not given)	·	-6%	-3%
47	Cc1cc(C)cc(NC(=O)C(=O)NCC(c2cccnc2)N2CCN(c3ccccc3)CC2)c1 (stereo not given)	·	18%	6%
48	Cc1ccc(C)c2c1cc(C)c1nnc(SCC(=O)N3CCCc4ccccc43)n12	-7%	3%	-2%

#	AMA1 RON2 block	HCMV antiviral	HCV inh
37	39%[activator]	-12	14%
38	-12%	70	-7%
39	3%	-20	-2%
40	·	-3	·
41	3%	-4	13%
42	-2%	-18	17%
43	6%	-9	?
44	·	11	-24%
45	10%	?	15%
46	-23%	-31	-13%
47	·	-1	·
48	-3%	?	4%

Continuation:
#	canonical_smiles	Giardia FBPA inh	AmpC detergent	Sm TGR block
49	NC(=O)C1c2ccccc2Oc2ccccc21	20%	-7%	43%[activator]
50	O=C1C=C(NCc2ccco2)CCC1	1%	-6%	0%[11.4 µM]
51	Cc1ccc(Cn2c(=O)n(-c3ccc(C)c(C)c3)c(=O)c3c(C)c(C)sc32)cc1	·	3%	6%
52	CCc1ccccc1N=Cc1c(C)c(C#N)c2[nH]c3ccccc3n2c1=O	·	·	·
53	Cc1cc(C(=O)N2CCN(C(c3ccccc3)c3ccccc3)CC2)on1	2%	-5%	7%

#	AMA1 RON2 block	HCMV antiviral	HCV inh
49	-6%	?	10%
50	9%	1	31%[activator]
51	·	-2	·
52	4%	5	5%
53	0%	-11	-8%
